p53null 39C tox: kills p53 null cells at the nonpermissive temperature. H1299 p53-null (neo) cells, 39C, ATPlite viability, 24 h. Potency, µM (highest dose often 46.1 µM), for the others: at the highest dose activity, negative = cell killing, usual class: cytotoxic. 55,000 compounds, 0.97% hits. AID 904; active = well fitted cell-killing curve with a large enough effect; inconclusive = small, poorly fitted or top-dose-only effect; inactive = no such curve, though single readings can be large or run the other way;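 note: 0% = DMSO only and -100% = full killing by 100 µM tamoxifen; nearly all actives have a fitted effect of over 50% in size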
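Concentration-response (up to 46 uM) was run for 24 h at the nonpermissive 39C on H1299-p53A138V or H1299-neo cells. ATP content was measured with ATPlite luminescence. AC50 values were Hill-modeled after normalizing between DMSO and 100 uM tamoxifen killing.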
* marks the source's active call; other numbers are inactive results; u = inconclusive; [ ] = remark or other dose. Potency is the fitted concentration of half-maximal effect.

SMILES	p53null 39C tox
COc1ccc(CCNC(=O)Cn2nnc3ccccc3c2=O)cc1	11.9%
CC1CCCCC12NC(=O)N(CC(=O)NC1CCCc3ccccc31)C2=O (stereo unspecified)	9.0%
O=[N+]([O-])c1cccc2ccc(/C=C/c3ccc(Cl)cc3)nc12	3.0%
CCCCn1c(=O)c(CCC(=O)OC(C)C(=O)Nc2cccc(Cl)c2Cl)nc2ccccc21 (stereo unspecified)	11.8%[1.84 µM]
COCCOC(=O)c1c(NC(=O)CN2CCCc3ccccc32)sc(C(N)=O)c1C	-12.3%[1.84 µM]
CCOC(=O)Cc1csc(NC(=S)NC(=O)c2ccc(C)cc2)n1	5.4%[1.84 µM]
COc1cc(NC(=O)CN(C)Cc2ccc(OC(F)F)cc2)c(C)cc1[N+](=O)[O-]	-8.1%[1.84 µM]
CCc1nc2c(c(=O)c3ccccc3n2C)c(=O)n1CCc1ccc(OC)cc1	3.3%[1.84 µM]
CCOc1ccccc1OCCCC(=O)NC1CCCc2ccccc21 (stereo unspecified)	-10.8%[1.84 µM]
O=C(CSc1nc2ccccc2n1CCc1ccccc1)N1CCOCC1	-7.5%[1.84 µM]
CCN1CCN(C(=S)Nc2cccc([N+](=O)[O-])c2)CC1	16.4%
COc1cc([N+](=O)[O-])ccc1N	-4.6%[1.84 µM]

Quoted at random: 3 records from the list.
SMILES	p53null 39C tox
CC1CCCCC12NC(=O)N(CC(=O)NC1CCCc3ccccc31)C2=O (stereo unspecified)	9.0%
COc1cc([N+](=O)[O-])ccc1N	-4.6%[1.84 µM]
COc1ccc(CCNC(=O)Cn2nnc3ccccc3c2=O)cc1	11.9%

Other structures.
SMILES	p53null 39C tox
CCN1C/C(=C/c2ccc(N3CCOCC3)cc2)C(=O)/C(=C/c2ccc(N3CCOCC3)cc2)C1	-1.6%[1.84 µM]
CCCN(C(=O)CSc1cc(-c2ccccc2)c2ccc(OC)cc2n1)C1CCS(=O)(=O)C1 (stereo unspecified)	25.1%[1.84 µM]
O=C(/C=C/Nc1ccc(F)c(F)c1)c1cccs1	-20.8%
Cc1ccc(NC(=O)C2(c3ccc([N+](=O)[O-])cc3)CCCC2)cc1	5.3%
CN(CC(=O)Nc1cccc(F)c1)C(=O)CCCc1cccs1	12.0%
CC(C)(C)c1ccc(C(=O)NC(=S)NCC2CCCO2)cc1 (stereo unspecified)	-8.1%[1.84 µM]
CC1=C(C(=O)OCC(C)C)C(c2cccs2)NC(=S)N1 (stereo unspecified)	13.8%[1.84 µM]
CC(C)Cn1c(/C=C/c2ccccc2)nc2ccccc21	-6.7%
O=C(OCC(=O)N1CCCc2ccccc21)c1cccnc1Cl	-15.1%[1.84 µM]
Cc1c(NC(=O)CN2C(=O)NC(C)(c3ccc4c(c3)OCCO4)C2=O)c(=O)n(-c2ccccc2)n1C (stereo unspecified)	2.6%
Cc1ccc(NC(=O)COC(=O)CCC(=O)c2ccc(Cl)cc2)cc1S(=O)(=O)N(C)C	18.4%[1.84 µM]
C/C(=N\NC(=O)c1ccccc1)c1ccc(-n2ccnc2)cc1	16.5%
O=C(CC12CC3CC(CC(C3)C1)C2)NC(=S)NCc1ccccc1	19.7%
Cc1ccc(-n2nc(CC#N)c(C#N)c2N)cc1Cl	6.9%[1.84 µM]
COc1ccc(CCC(C)NCC2CCCCC2)cc1 (stereo unspecified)	16.5%
O=C(O)COc1ccc(/C=N/n2c(COc3ccccc3)nc3ccccc3c2=O)cc1	14.9%[1.84 µM]
COc1ccc(CN=C2NC(=O)CC(C(=O)Nc3ccccc3C)S2)cc1 (stereo unspecified)	-13.7%[1.84 µM]
O=C(NCC(c1cccs1)N1CCOCC1)c1ccccc1NS(=O)(=O)c1ccc(Cl)c([N+](=O)[O-])c1 (stereo unspecified)	-9.5%[1.84 µM]
CCOC(=O)C1C(=O)C=C(c2ccc(C)cc2)CC1c1ccc([N+](=O)[O-])cc1 (stereo unspecified)	6.9%
CCN(CCC#N)c1ccc(/C=N/Nc2nc(C)cc(=O)[nH]2)c(C)c1	-10.8%
Cc1ccc(NC(=O)CSc2nsc(SCC(=O)Nc3ccc(C)cc3C)c2C#N)c(C)c1	6.6%[1.84 µM]
CCOc1ccccc1NC(=S)Nc1ncccc1C	28.3%
O=C(Nc1cc(C(F)(F)F)ccc1Cl)C(Sc1nnc(-c2cccs2)o1)c1ccccc1 (stereo unspecified)	7.1%
Cc1ccc(SCc2ccc(C(=O)Nc3ccccc3C(=O)NC(C)C)cc2)cc1	-19.3%[1.84 µM]
O=C(NCc1ccccn1)c1ccc(Cl)c(S(=O)(=O)Nc2ccccc2C(=O)NCc2ccccn2)c1	-6.2%[1.84 µM]
Cc1ccc(N=C/C(C(=O)C(F)(F)F)=C(\O)c2ccco2)cc1Cl	1.6%[1.84 µM]
Cc1ccc(C)c(NC(=O)c2cccc(Oc3ccc([N+](=O)[O-])cc3Cl)c2)c1	24.1%
Cc1[nH]c2ccccc2c1/C=N/Nc1ccc([N+](=O)[O-])cc1	-2.8%
N/C(=N\OC(=O)c1ccc([N+](=O)[O-])cc1)c1cccnc1	1.7%
CC(OC(=O)c1cccnc1)C(=O)NCc1ccc2c(c1)OCO2 (stereo unspecified)	5.9%[1.84 µM]
CN(C(=O)c1c(Cl)cnn1C)C12CC3CC(CC(C3)C1)C2	17.1%[1.84 µM]
CCOc1cc(N2CCOCC2)c(OCC)cc1NC(C)C(=O)N1CCC(C)CC1 (stereo unspecified)	17.3%
CSc1ccc(/C=N/NC(=O)COc2ccc(Br)cc2Cl)cc1	14.6%
COc1cc(/C=N/Nc2nc3ccccc3[nH]2)cc(OC)c1O	u
Cc1cc(C(=O)NCC(=O)OCC(=O)N2CCCCCC2)ccc1[N+](=O)[O-]	12.3%
Cc1ccc(-n2nc(CC#N)c(C#N)c2N)cc1	3.7%[1.84 µM]
C=CCNC(=O)COC(=O)c1oc2ccccc2c1CSC1CCCCC1	19.8%
CNc1nc(-c2ccccc2)[n+](-c2ccc(C)cc2)s1	-20.6%[1.84 µM]
CCOC(=O)C(=NC1CCCCC1)NNc1cccc(C(F)(F)F)c1	29.5%[1.84 µM]
Cc1cc(/C=C(\C#N)C(=O)O)c(C)n1CC(C)C	0.2%[1.84 µM]
Cc1cc(C)nc(/N=C(\N)N2CCCCCC2)n1	17.5%
COc1ccc2c(C)cc(SCC(=O)NCCN3C(=O)CSC3=O)nc2c1	-8.1%[1.84 µM]
NS(=O)(=O)c1cccc(NC(=O)COC(=O)c2cc(-c3ccc(Cl)cc3)nc3ccccc23)c1	3.0%[1.84 µM]
COc1ccc(NC(=O)CN(C)CC(=O)Nc2ccccc2SC)cc1Cl	-14.9%[1.84 µM]
CC(=O)c1cc2c(cc1NC(=O)CSc1nc3ccc(C)cc3[nH]1)OCO2	15.8%[1.84 µM]
Cc1ccc2nc(SC(C)C(=O)NCc3ccc4c(c3)OCO4)[nH]c2c1 (stereo unspecified)	3.9%
CC(C)c1ccc(NC(=O)COc2nncc3ccccc23)cc1	17.9%
Cc1ccc2nc(NC(=O)C3=NN(c4ccccc4)C(=O)CC3)sc2c1	-7.3%
CC(=O)Nc1ccc(NC(=O)COC(=O)c2c3c(nc4ccccc24)CCN(Cc2ccccc2)C3)cc1	-9.9%
Cc1cccc(C)c1OCC(=O)OC/C(O)=C(\C#N)c1nc2ccccc2[nH]1	2.8%[1.84 µM]
Cc1ccc(S(=O)(=O)NC(=O)c2cc(C)n(-c3ccccc3)c2C)cc1	-3.0%[1.84 µM]
COc1ccc(NS(=O)(=O)c2cccc(N3CC(O)=C(c4ccccc4)C3=N)c2)cc1	1.5%[1.84 µM]
O=C(NCCc1ccc2c(c1)OCCO2)c1cc(F)cc(F)c1	-5.2%[1.84 µM]
COc1ccc(S(=O)(=O)N2CCSC2)cc1C	-8.2%[1.84 µM]
N/C(Cc1ccc([N+](=O)[O-])cc1)=N\OC(=O)Cc1ccc(Cl)cc1	-15.4%[1.84 µM]
CCC(CC)NC(=O)c1oc2ccccc2c1COc1ccccc1	u
O=C(COC(=O)/C=C/c1cn(-c2ccccc2)nc1-c1cccnc1)Nc1ccc(Cl)cc1Cl	9.5%
O=C(CCSc1ccccc1)NC(=O)COC(=O)c1ccc(OC(F)F)cc1	38.9%[activator]
Cc1ccccc1OCCn1c(CCNC(=O)C(C)C)nc2ccccc21	7.8%
CCNC(=S)NS(=O)(=O)c1ccc(C)cc1	14.8%[1.84 µM]
Remaining list, next part
SMILES	p53null 39C tox
COC(=O)c1cc(NC(=O)Cc2ccccc2[N+](=O)[O-])ccc1Cl	-17.0%[1.84 µM]
COc1ccccc1N(CC(O)COc1ccc(C)cc1)S(=O)(=O)c1ccccc1 (stereo unspecified)	4.8%[1.84 µM]
CC(C)CNC(=O)COc1ccccc1[N+](=O)[O-]	0.1%[1.84 µM]
Cc1ccc(NC=C(S(=O)(=O)c2ccccc2)S(=O)(=O)c2ccccc2)cc1	22.3%
Cc1ccc2nc(-c3ccc(NC(=O)CN4C(=O)NC(C)(c5ccc(OC(F)F)cc5)C4=O)cc3)sc2c1 (stereo unspecified)	u
CC(=O)c1ccc(N2CCN(C(=S)Nc3ccccc3F)CC2)cc1	16.0%[1.84 µM]
O=C(Cc1ccccc1)N1CCN=C1SCc1ccc([N+](=O)[O-])cc1	20.9%
CCOC(=O)c1ccc(NC(=O)COC(=O)Cc2csc(-c3ccccc3)n2)cc1	-11.7%[1.84 µM]
Cc1ccc(NC2=C(Cl)C(=O)c3ccccc3C2=O)cc1	19.0%
O=[N+]([O-])c1cccc(/C=N/N2CCN(c3ccccn3)CC2)c1	6.2%
O=C(/C=C\c1ccco1)Nc1nc(-c2ccc3ccccc3c2)cs1	21.2%[1.84 µM]
O=C(COC(=O)c1ccccc1Nc1ccccc1)NCc1ccccc1	-2.0%[1.84 µM]
COc1cccc(/C=N/NC(=O)Cn2nc(C)c([N+](=O)[O-])c2C)c1O	-4.0%
CCN(C(=S)Nc1ccc(Oc2ccccc2)cc1)c1ccccc1	-6.9%[1.84 µM]
CN(c1cccc(NC(=O)CN(c2cccc(Cl)c2)S(=O)(=O)c2ccccc2)c1)S(C)(=O)=O	-7.5%
CCOP(=O)(OCC)C(NC(=O)Nc1ccccc1)c1ccccc1 (stereo unspecified)	29.3%
CC(OC(=O)c1ccc2ncsc2c1)C(=O)NCc1ccccc1 (stereo unspecified)	20.5%
COc1ccc(OCCCC(=O)Nc2cccc(C(C)=O)c2)cc1	7.1%
CCCCC1C2=C(CC(C)(C)CC2=O)OC2=C1C(=O)CC(C)(C)C2	11.7%
O=[N+]([O-])c1ccc(N2CCN(S(=O)(=O)c3ccccc3)CC2)cc1N1CCc2ccccc2C1	39.8%
CC(NC(=O)CSC(=S)N(C)C)C12CC3CC(CC(C3)C1)C2 (stereo unspecified)	22.9%[1.84 µM]
CCCN(CC(=O)Nc1ccc(Cl)cc1Cl)C(=O)/C=C/c1cc(OC)ccc1OC	5.6%[1.84 µM]
Cc1ccc(-n2c(O)c(/C=C3/C(c4ccccc4)=Nc4ccccc43)c(=O)[nH]c2=O)cc1	5.9%
CCCN1CCN(C(=S)Nc2ccc([N+](=O)[O-])cc2)CC1	17.5%

Sorted by heavy-atom count (descending): some entries from above.
SMILES	p53null 39C tox
O=[N+]([O-])c1ccc(N2CCN(S(=O)(=O)c3ccccc3)CC2)cc1N1CCc2ccccc2C1	39.8%
CN(c1cccc(NC(=O)CN(c2cccc(Cl)c2)S(=O)(=O)c2ccccc2)c1)S(C)(=O)=O	-7.5%
Cc1ccc(-n2c(O)c(/C=C3/C(c4ccccc4)=Nc4ccccc43)c(=O)[nH]c2=O)cc1	5.9%
CCCN(CC(=O)Nc1ccc(Cl)cc1Cl)C(=O)/C=C/c1cc(OC)ccc1OC	5.6%[1.84 µM]
O=C(COC(=O)c1ccccc1Nc1ccccc1)NCc1ccccc1	-2.0%[1.84 µM]
CCOP(=O)(OCC)C(NC(=O)Nc1ccccc1)c1ccccc1 (stereo unspecified)	29.3%
CC(OC(=O)c1ccc2ncsc2c1)C(=O)NCc1ccccc1 (stereo unspecified)	20.5%
O=[N+]([O-])c1cccc(/C=N/N2CCN(c3ccccn3)CC2)c1	6.2%
CC(NC(=O)CSC(=S)N(C)C)C12CC3CC(CC(C3)C1)C2 (stereo unspecified)	22.9%[1.84 µM]
Cc1ccc(NC2=C(Cl)C(=O)c3ccccc3C2=O)cc1	19.0%

More compounds follow.
SMILES	p53null 39C tox
CC1=NNC(=O)C1CCC(=O)N/N=C/C(Br)=C/c1ccccc1 (stereo unspecified)	14.2%[1.84 µM]
CCOC(=O)CSc1nnc(CSc2nc(N)c3c(C)c(C)sc3n2)n1-c1ccccc1	26.4%
COc1ccc(NC(=O)c2sc(N3CCOCC3)nc2-c2ccccc2)c(OC)c1	33.9%
COc1cc(/C=C(\C#N)c2ccccn2)ccc1OCc1ccccc1Cl	5.1%
c1ccc(COc2ccc(OCCCCN3CCCC3)cc2)cc1	-3.6%
CC(NC(=O)CN1CCc2ccccc21)c1ccccc1 (stereo unspecified)	-18.4%[1.84 µM]
COc1ccc(Cl)cc1NC(=O)C(C)NC(c1ccccc1)c1ccccc1 (stereo unspecified)	20.5%[1.84 µM]
Cc1ccc(S(=O)(=O)NCCC(=O)Nc2ccc(Cl)c(Cl)c2)cc1C	-11.9%[1.84 µM]
O=C(NCc1ccc2c(c1)OCO2)c1cc([N+](=O)[O-])ccc1N1CCCCC1	-13.0%
CCCN(CCC)S(=O)(=O)c1ccc(C(=O)Nc2nc(-c3ccccc3)c(C(=O)OCC)s2)cc1	9.9%
CCCN(CC(=O)Nc1ccc(F)c(F)c1F)CC(=O)Nc1c(Cl)cccc1Cl	-9.2%[1.84 µM]
Cc1c(Br)c([N+](=O)[O-])nn1C(C)C(=O)NCc1ccco1 (stereo unspecified)	-9.1%[1.84 µM]

Bioassay records as filed in PubChem BioAssay.

These rows are one share of the data, so the mix of outcomes need not match the whole.
